RECQ1 inh – blocks DNA unwinding by human RECQ1; Potency, µM (titrated, usually from 57.3 µM), without a hit: at the highest dose activity, negative = inhibition, usual class: inhibitors; RECQ1 DNA unwinding, red fluorescence kinetic read; AID 2549; 0.54% of 240,000 active; P46063;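 also: plate controls were vehicle for no effect and no enzyme for full effect; nearly all actives have a fitted effect of over 30% in size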
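50 nM RECQ1T1 preincubated 15 min with compound in Tris pH 8.0 buffer with MgCl2, DTT, Tween-20 and 2.5 ug/ml poly(dI-dC); started with 200 nM TAMRA/BHQ-2 forked duplex and 2 mM ATP. Unwinding read as fluorescence (525/598 nm), two reads 2 h apart.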
GoLoco inh red – blocks human Gai1 binding to RGS12 GoLoco peptide, red readout. 0.44% of 230,000 active. Potency, µM (titrated, usually from 61.6 µM), without a hit: top-dose activity, negative = inhibition, most hits filed as inhibitors. Gai1:RGS12 GoLoco peptide FP, rhodamine, 10 min; active = well fitted inhibition curve with a large enough effect, not every such curve was filed as active; inactive = no such curve, though single readings can be large or run the other way; also: % is scaled to controls: 0 for no effect and ±100 for the full control effect; nearly all actives have a fitted effect of over 30% in size; many of its hits are not listed in these tables
Target sequence (P63096 whole entry, looked up): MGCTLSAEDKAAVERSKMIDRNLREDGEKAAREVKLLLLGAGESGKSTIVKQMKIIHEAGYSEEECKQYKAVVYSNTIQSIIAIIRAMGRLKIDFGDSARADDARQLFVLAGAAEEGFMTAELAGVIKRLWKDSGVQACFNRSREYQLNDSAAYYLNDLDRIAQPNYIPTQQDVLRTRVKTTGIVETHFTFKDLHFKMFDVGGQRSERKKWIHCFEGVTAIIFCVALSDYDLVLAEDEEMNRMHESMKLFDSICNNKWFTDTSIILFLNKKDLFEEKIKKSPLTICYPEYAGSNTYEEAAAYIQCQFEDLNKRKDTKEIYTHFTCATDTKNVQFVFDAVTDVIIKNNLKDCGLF
ALDH1A1 inh – ALDH1A1 (human) enzyme inhibition. P00352. Purified ALDH1A1, NADH fluorescence, propionaldehyde substrate. Potency, µM (titrated, usually from 75.3 µM), without a hit: at the top dose activity, negative = inhibition, most hits filed as inhibitors. AID 1030. 7.3% of 220,000 active; active = well fitted inhibition curve with a large enough effect, not every such curve was filed as active; inconclusive = small, poorly fitted or top-dose-only effect, or another doubt; inactive = no such curve, though single readings can be large or run the other way;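 also: plate controls were no enzyme wells and a reference inhibitor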
TRb-SRC2 inh – inhibitors of human thyroid hormone receptor beta-SRC2 interaction | TRbeta-SRC2 peptide binding, fluorescence polarization; receptor liganded with 1 µM T3 | Potency, µM (titrated, usually from 106 µM), for the others: top-dose activity change, negative = inhibition, actives largely listed as inhibitors | 0.065% of 280,000 active;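 also: plate controls were bound peptide for no effect and peptide without receptor for full effect; nearly all actives have a fitted effect of over 50% in size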
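Decrease in fluorescence polarization of 20 nM Texas Red SRC2 coactivator peptide flagged inhibition of its binding to 0.6 uM TRb LBD; 1 uM T3 included, incubation 5 hr, ex 555/em 632 nm.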
KDM4E inh – inhibitors of human JMJD2E histone demethylase | Potency, µM (titrated, usually from 57.1 µM), inactives show top-dose activity change, negative = inhibition, most hits filed as inhibitors | B2RXH2 | JMJD2E catalytic domain, FDH-coupled NADH fluorescence (FDH is formaldehyde dehydrogenase) | 1.6% of 230,000 active | AID 2147; active = well fitted inhibition curve with a large enough effect, not every such curve was filed as active; inconclusive = small, poorly fitted or top-dose-only effect, or another doubt; inactive = no such curve, though single readings can be large or run the other way;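 also: 0% = wells with enzyme and -100% = buffer wells without enzyme; nearly all actives have a fitted effect of over 50% in size; many of its hits are not listed in these tables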
Target sequence (B2RXH2 1-337 limits assumed): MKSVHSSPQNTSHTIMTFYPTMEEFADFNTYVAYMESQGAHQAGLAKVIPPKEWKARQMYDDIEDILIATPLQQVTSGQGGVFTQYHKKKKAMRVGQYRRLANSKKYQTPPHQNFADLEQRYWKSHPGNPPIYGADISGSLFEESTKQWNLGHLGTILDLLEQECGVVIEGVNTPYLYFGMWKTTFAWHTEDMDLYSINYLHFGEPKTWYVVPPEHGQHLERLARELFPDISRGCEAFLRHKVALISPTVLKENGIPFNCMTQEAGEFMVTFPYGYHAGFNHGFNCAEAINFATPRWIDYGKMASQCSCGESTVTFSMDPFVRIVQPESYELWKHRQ
SMN2 splice enh – increases expression of the SMN2 splice variant | HEK293 SMN2-luciferase splicing reporter, luminescence, 30-36 h | Potency, µM (top dose mostly 46.1 µM), for the others: top-dose activity change, positive = activation, actives largely listed as activators | 2.8% of 210,000 active | AID 1458; also: % of control where 0% means no effect; nearly all actives have a fitted effect of over 55% in size
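HEK293 cells carry an SMN2 […]–luciferase reporter in which exon 7 inclusion puts luciferase in frame. Cells were plated 10-12 h before compound addition, then incubated 30-36 h at 37C. ONE-Glo luminescence was read; sodium butyrate at 4.5 mM final served as control.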
TexasRed fluor – alters Texas Red total fluorescence, flagging assay interference; TRb/SRC2 Texas Red total fluorescence interference; 0.29% of 280,000 active; Potency, µM (series often up to 106 µM), inactives show at the top dose fluorescence change, negative = quenching; active = well fitted curve in either direction with a large enough effect; inconclusive = small, poorly fitted or top-dose-only effect; also: % is scaled to controls: 0 for no effect and ±100 for the full control effect
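Human TRβ ligand-binding domain (0.6 uM) and Texas Red SRC2 peptide (20 nM) in Tris buffer with 1 uM T3 and 5% DMSO were incubated with pinned compound for 5 hr at ambient temperature. Total fluorescence was computed as S + 2P (555/632 nm).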
LMNA splice mod – LMNA splicing modulation; 0.01% of 200,000 active; AID 1487; HeLa LMNA splicing GFP/RFP minigene ratio, 48 h; Potency, µM (doses to about 46.1 µM), inactives show at the highest dose ratio change, negative = inhibition, usual class: inhibitors; active = well fitted inhibition curve with a large enough effect in the signal ratio, with a control signal flat, not every such curve was filed as active; inconclusive = small, poorly fitted or top-dose-only effect, or effect the other way, or a change in a side signal; the % refers to the signal ratio; also: % is scaled to controls: 0 for no effect and ±100 for the full control effect
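S3 HeLa stable clones carrying a lamin A-EGFP splicing minigene plus DsRed2 were seeded at 600 cells/well in Opti-MEM with 2% FBS, pin-dosed and incubated 48 h at 37°C. Acumen cytometry (488 nm) gave the GFP/RFP total-intensity ratio.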
Numbers without * were called inactive; i = inactive; ? = inconclusive; nt = no result given; & = joins results of further samples; [ ] = remark or other dose. Unless noted, calls follow the shape of the dose curve; as a rule, active = well fitted curve in the direction sought with a large enough effect; inconclusive = small, poorly fitted or top-dose-only effect, or another doubt; inactive = no such curve, though single readings can be large; an effect the other way counts as inactive or inconclusive. Potency is read from the fitted curve at half-maximal effect.

Results follow in this order: RECQ1 inh	GoLoco inh red	ALDH1A1 inh	TRb-SRC2 inh	KDM4E inh	SMN2 splice enh	TexasRed fluor	LMNA splice mod
O=C(COc1cc(Cl)c(Cl)cc1Cl)NCCN1CCOCC1
  -1%	-9%	13%	8%	7%	-12%	2%	-5%
COc1ccc(OC)c(NC(=O)CN(C)S(=O)(=O)c2ccc3nc(C)sc3c2)c1
  -6%	19%	7%	-6%	10%	-5%	-1%	?
Cc1cccc(C)c1Nc1nnc(SC(C)C(=O)Nc2c(C)n(C)n(-c3ccccc3)c2=O)s1 (stereo not given)
  -11%	2%	-10%	1%	-3%	3%	-5%	7%
COC(=O)c1[nH]c(=O)c2ccccc2c1OCc1ccccc1
  -2%	-3%	?	-1%	-5%	-27%	-1%	5%
O=C(N/N=C/c1ccc[nH]1)c1cccc([N+](=O)[O-])c1
  -3%	-1%	-7%	5%	-9%	-2%	-1%	-14%
CC(=O)c1ccc(O)c(CSC2=NCCS2)c1
  -3%	10%	-1%	0%	-1%	9%	0%	nt
NC(=O)c1ccccc1[N+](=O)[O-]
  -5%	11%	6%	-1%	nt	0%	-2%	nt
Cc1cccc(-n2c(SCN3C(=O)c4ccccc4C3=O)nc3ccccc3c2=O)c1
  4%	nt	10%	-6%	-26%	nt	-6%	-10%
O=C1CC(N(O)c2ccccc2)C(=O)N1c1ccc(Cl)c(Cl)c1 (stereo not given)
  -1%	5%	nt	-11%	13%	nt	-1%	nt
CCC(C)(C)n1nnnc1C(c1ccccn1)N1CCCCC1 (stereo not given)
  -3%	9%	2%	-5%	-2%	-3%	-3%	-2%
CCOC(=O)CC1C(=O)NCCN1S(=O)(=O)c1ccc(Cl)c(Cl)c1 (stereo not given)
  -8%	3%	2%	-1%	-3%	-13%	-5%	3%
CC(NC(=O)CCc1nnc(-c2ccccc2)o1)c1ccccc1 (stereo not given)
  5%	1%	?	0%	1%	21%	-3%	nt
Cc1ccc(OCC(=O)NC2=NCCS2)cc1
  i	1%	2%	-11%	-6%	-17%	-2%	10%
CC(C)(O)C#Cc1ccc(C(=O)NCCC(=O)O)s1
  i	1%	1%	-10%	5%	7%	-2%	nt
CCOC(=O)CSc1nc2cc(S(=O)(=O)Nc3ccccc3OC)ccc2o1
  i	-5%	17%	-5%	-2%	0%	-2%	-3%
OCCC1CN(Cc2ccc3nonc3c2)CCN1Cc1ccsc1 (stereo not given)
  -10%	-7%	19µM*	2%	5%	nt	?	nt
Cc1ccc(C(=O)n2c(-c3ccccc3)cnc2SCC(=O)Nc2ccc(C)cc2C)cc1
  -14%	-2%	-14%	1%	-19%	?	0%	?
Oc1ccc(COCc2ccccc2)c2cccnc12
  -16%	19%	?	0%	?	-66%[inhibitor]	-2%	?
CC(=O)CSc1nnc2c3ccccc3nc(C(C)(C)C)n12
  -3%	21%	3.5µM*	3%	1%	?	0%	-5%[46 µM]
Cc1ccc(NC(=O)COC(=O)/C=C/c2c(C)nn(-c3ccc(F)cc3)c2Cl)cc1F
  -7%	-8%	8%	-7%	7%	17%	0%	-10%

Further structures.
Results follow in this order: RECQ1 inh	GoLoco inh red	ALDH1A1 inh	TRb-SRC2 inh	KDM4E inh	SMN2 splice enh	TexasRed fluor	LMNA splice mod
CC1(C)CC(C(=O)Nc2nccs2)CCO1 (stereo not given)
  2%	1%	-5%	-4%	3%	7%	-6%	9%
COc1cccc(Nc2ncc3ncc(=O)n(CCC#N)c3n2)c1
  -2%	-7%	-9%	nt	nt	nt	nt	12%
CCOCCCNC(=O)C1CCN(S(=O)(=O)N2CC(C)CC(C)C2)CC1 (stereo not given)
  -8%	-1%	2%	1%	0%	-5%	-6%	-1%
CC(C)CCNC(=O)c1ccc(CSCc2cccc(F)c2)o1
  i	-14%	?	4%	0%	-12%	-1%	-16%
Cc1ccc(S(=O)(=O)N2CCN(S(=O)(=O)N(C)C)CC2)c(C)c1
  i	-8%	-6%	0%	11%	-48%[inhibitor]	4%	?
Nn1c(Cc2cccc3ccccc23)nnc1SCc1ccccc1
  -1%	2%	0%	-7%	3%	-1%	0%	-2%
O=S(=O)(Oc1ccccc1N1CCCCC1)c1ccccc1
  -9%	15%	-1%	-2%	3%	nt	2%	15%[46 µM]
CCN1C(=O)/C(=C2/C=CC=CN2C)SC1=S
  12%	-4%	-5%	7%	-21%	9%	-4%	-2%
C/C(=N\NC(=O)c1nn(C)c(C)c1Br)c1ccc(NC(=O)c2ccoc2C)cc1
  i	14%	?	-6%	-7%	17%	-4%	4%
O=C(CSc1n[nH]c(-c2cccs2)n1)N1CCN(S(=O)(=O)c2ccccc2)CC1
  0%	3%	-9%	0%	1%	-20%	-3%	0%
Cn1nc(NC(=O)CC(C)(C)CC(=O)O)c2ccccc21
  7%	6%	nt	3%	-23%	nt	-2%	nt
CCCC/C(C)=N/NC(=O)C(=O)NCCc1ccccc1
  -4%	-3%	8%	-2%	111%[activator]	3%	5%	11%
CCc1c(C)c2ccc(OCC(=O)OC)cc2oc1=O
  -2%	4%	?	1%	?	-7%	0%	-9%
Cc1nonc1NC(=O)CSc1nc2c(C)cccc2cc1C#N
  i	21%	4%	-5%	-20%	4%	-4%	3%[46 µM]
CN1CCc2c(sc3nc(SCC(=O)N4CCOCC4)nc(N)c23)C1
  -3%	10%	?	8%	?	-1%	-1%	-2%
CN(C)C(=O)CSc1nnc(-c2cccnc2)n1-c1ccccc1
  -5%	5%	9%	9%	-2%	8%	1%	-3%
O=C1C(Cc2ccccc2)NC(=S)N1c1ccccc1 (stereo not given)
  -17%	5%	10%	1%	5%	-5%	-1%	10%
O=C1CCCN1CC(CN1CCOCC1)Sc1nc2ccccc2c(=O)n1-c1ccccc1 (stereo not given)
  6%	5%	-11%	-8%	-1%	-6%	0%	-7%
CC(=O)Nc1nn(C)c2nc3cc(C)ccc3cc12
  -3%	0%	-1%	1%	?	-10%	2%	?
COc1ccc(CCNC(=O)Nc2ccccc2[N+](=O)[O-])cc1
  i	14%	-4%	-8%	4%	?	0%	-17%[46 µM]

One compound at a time (already shown). Values in the order: RECQ1 inh, GoLoco inh red, ALDH1A1 inh, TRb-SRC2 inh, KDM4E inh, SMN2 splice enh, TexasRed fluor, LMNA splice mod
Shown for O=C(CSc1n[nH]c(-c2cccs2)n1)N1CCN(S(=O)(=O)c2ccccc2)CC1 : 0%, 3%, -9%, 0%, 1%, -20%, -3%, 0%
Shown for CN1CCc2c(sc3nc(SCC(=O)N4CCOCC4)nc(N)c23)C1 : -3%, 10%, ?, 8%, ?, -1%, -1%, -2%
Shown for CCOCCCNC(=O)C1CCN(S(=O)(=O)N2CC(C)CC(C)C2)CC1 (stereo not given) : -8%, -1%, 2%, 1%, 0%, -5%, -6%, -1%
Shown for CN(C)C(=O)CSc1nnc(-c2cccnc2)n1-c1ccccc1 : -5%, 5%, 9%, 9%, -2%, 8%, 1%, -3%
Shown for COc1cccc(Nc2ncc3ncc(=O)n(CCC#N)c3n2)c1 : -2%, -7%, -9%, nt, nt, nt, nt, 12%

Additional compounds:
Results follow in this order: RECQ1 inh	GoLoco inh red	ALDH1A1 inh	TRb-SRC2 inh	KDM4E inh	SMN2 splice enh	TexasRed fluor	LMNA splice mod
CCn1c(SCC(=O)Nc2ccc(S(N)(=O)=O)cc2)nnc1-c1ccccc1OC
  -5%	17%	-9%	-7%	-5%	-2%	-1%	18%[0.0737 µM]
COC(=O)COc1cccc(NC(=O)c2ccc(C)cc2)c1
  -4%	7%	?	6%	0%	-3%	-3%	5%
CC(C)CCSc1nc2ccccc2[nH]1
  i	13%	-8%	-3%	4%	14µM*	-1%	-2%[46 µM]
CC(C)(C)c1nc(SCC(=O)c2ccccc2)c2ccccc2n1
  -10%	-1%	?	3%	-4%	nt	-1%	?
Cc1ccc(-c2cnc(NC(=O)CCC(=O)N(C)Cc3ccccc3)n2C)cc1
  -3%	11%	-6%	-10%	6%	-15%	-2%	11%
CCc1nnc(N/N=C/c2ccccc2F)n1N
  -2%	0%	-9%	-2%	-8%	-36%[inhibitor]	2%	nt
CC(=O)NNC(=O)N1Cc2ccccc2Oc2ccc(Cl)cc21
  -7%&-2%	4%&-4%	-7%	2%&6%	0%&-5%	0%	-2%&-2%	-12%
CCOc1ccc(N(CC(=O)Nc2cccc(C)c2C)S(=O)(=O)c2c(C)[nH]c(=O)[nH]c2=O)cc1
  -1%	1%	nt	7%	8%	nt	-2%	nt
Fc1ccc(N2CCN(c3nc(-c4ccco4)cc(C(F)(F)F)n3)CC2)cc1
  i	6%	5%	0%	2%	-25%	3%	-13%
CCOC(=O)c1sc(N)c(C#N)c1CSc1nc2ccc(OCC)cc2[nH]1
  -1%	6%	-8%	0%	-11%	6%	0%	?
O=C(CSc1nnc(-c2ccccc2Br)o1)Nc1cccc2ccccc12
  -1%	2%	-6%	-9%	-5%	?	-4%	-9%
CCCn1c(N)c(C(=O)CSc2nc3ccccc3c(=O)n2-c2ccc(OC)cc2)c(=O)[nH]c1=O
  i	-1%	-2%	12%	?	18%	0%	nt

Bioassay records from PubChem BioAssay.

Some of the compounds tested; rates above refer to the full screens.
